Source: PubChem
KB-V1 cytotox: KB-V1 MDR subline cytotoxicity | KB-V1 MDR cells viability, CellTiter-Glo, 72 h | Potency, µM (top dose mostly 46.1 µM), without a hit: top-dose activity change, negative = cytotoxicity, usual class: cytotoxic | 400,000 compounds, 3.4% hits | AID 1347076; note: potency is the fitted concentration of half-maximal effect; % is set by controls: 0 for no effect and ±100 for the full control effect; nearly all actives have a fitted effect of over 60% in size
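Drug-selected KB-V1 cells, grown in DMEM lacking phenol red with 10% FBS, receive compound titrations; after three days at 37 degrees C, surviving cell ATP is quantified by CellTiter-Glo luminescence and responses normalized and curve-fitted.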
GLP1R ag: GLP-1 receptor (human) agonism | HEK293 GLP-1R CRE-luciferase, luminescence, 4-6 h; cells express a hypersensitive GLP-1R form | Potency, µM (series often up to 45.6 µM), without a hit: at the top dose activation, most hits filed as activators | 380,000 compounds, 0.007% hits | AID 624172; note: potency is the fitted concentration of half-maximal effect; % of control where 0% means no effect
Target sequence (P43220 whole entry, looked up): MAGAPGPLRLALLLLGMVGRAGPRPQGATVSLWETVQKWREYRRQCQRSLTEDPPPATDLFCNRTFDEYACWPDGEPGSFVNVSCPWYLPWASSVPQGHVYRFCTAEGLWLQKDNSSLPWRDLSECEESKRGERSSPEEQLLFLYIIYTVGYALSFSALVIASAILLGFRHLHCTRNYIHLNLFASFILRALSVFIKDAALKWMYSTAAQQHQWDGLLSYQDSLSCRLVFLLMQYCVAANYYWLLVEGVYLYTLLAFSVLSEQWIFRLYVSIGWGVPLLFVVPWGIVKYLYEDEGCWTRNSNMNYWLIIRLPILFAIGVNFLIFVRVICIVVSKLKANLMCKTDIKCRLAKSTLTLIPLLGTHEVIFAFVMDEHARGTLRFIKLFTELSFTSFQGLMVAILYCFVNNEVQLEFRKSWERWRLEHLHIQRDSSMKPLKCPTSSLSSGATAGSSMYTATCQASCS
TDP-43 yeast inh: inhibitors of TDP-43 toxicity in yeast; Potency, µM (series often up to 46.1 µM), for the others: at the top dose growth rescue (activation), usual class: activators; AID 652104; TDP-43 expressing yeast growth rescue, BacTiter-Glo, 24 h; 410,000 compounds, 1.8% hits; note: potency is the fitted concentration of half-maximal effect; % of control where 0% means no effect; nearly all actives have a fitted effect of over 50% in size
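Galactose-induced TDP-43 yeast, OD600=0.02, compound pinned; 24 hr, 30 deg C; BacTiter-Glo luminescence for growth. Inhibitors of TDP-43 toxicity read as activators.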
DRD3 agonist: agonists of human D3 dopamine receptor | D3R DiscoveRx beta-arrestin cells, luminescence, 90 min | max activation, % | 410,000 compounds, 0.58% hits; in the data active = max activation above about 30%; note: 0% is about no effect; mostly tested at two doses, the higher about 12 µM
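Cells at 1500/well, incubated overnight, then treated with pinned compounds (dopamine as control) for 90 min at 37 degrees C. DiscoveRx reagent added for 30 - 60 minutes at room temperature; luminescence read.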
GLP1R cytotox: cytotoxic in the GLP-1 receptor inverse agonist counter-screen | HEK293 cAMP-luciferase reporter cells, luminescence, 24 h | Potency, µM (top dose mostly 38.3 µM), for the others: top-dose activity change, negative = inhibition, actives largely listed as inhibitors | 410,000 compounds, 0.13% hits;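 note: loss of luciferase light is scored as toxicity; potency is the fitted concentration of half-maximal effect; % is set by controls: 0 for no effect and ±100 for the full control effect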
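Cells in DMEM/10% Nu serum/1% pen-strep, 1536-well format. Pre-incubated 12 h, dosed with 23 nL compound, incubated a further 24 h. Luciferase detection, 12 min at room temp, luminescence.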
D3 antag: antagonists of human D3 dopamine receptor | D3R cells, DiscoveRx beta-arrestin luminescence, antagonist mode; active compounds read low | max response, negative = inhibition, % | 360,000 compounds, 2.5% hits | AID 652054; in the data active = max response below about -50%; inconclusive = no clear call, values can overlap the other calls; note: % is set by controls: 0 for no effect and ±100 for the full control effect; mostly tested at two doses, the higher about 12 µM
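Cells plated overnight at 1500 cells/well, then exposed to library compounds with dopamine controls for 90 minutes at 37 degrees C. DiscoveRx reagent added for 30–60 minutes at room temperature; luminescence read, quantitative HTS format.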
GLP1R inv ag: inverse agonists of human GLP-1 receptor | Potency, µM (top dose mostly 38.3 µM), for inactives: at the top dose activity change, negative = inhibition, actives largely listed as inhibitors | 410,000 compounds, 1.6% hits | HEK293 GLP-1R CRE-luciferase, luminescence, 24 h; GLP-1R form is constitutively active | AID 624417 | P43220; note: potency is the fitted concentration of half-maximal effect; % is set by controls: 0 for no effect and ±100 for the full control effect; nearly all actives have a fitted effect of over 55% in size
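Stable HEK293 clone (constitutively active GLP-1R + cAMP-response luciferase); 200 cells/uL plated, 12 h pre-culture, compound 24 hr, 37 deg C/5% CO2; detection reagent 12 min RT; luminescence.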
aSyn yeast inh: inhibitors of alpha-synuclein toxicity in yeast | AID 652106 | Yeast expressing alpha-synuclein, growth rescue, BacTiter-Glo, 24 h | 370,000 compounds, 0.14% hits | Potency, µM (doses to about 46.1 µM), inactives show top-dose growth rescue (activation), hits mostly activators; note: potency is the fitted concentration of half-maximal effect; % of control where 0% means no effect; nearly all actives have a fitted effect of over 65% in size
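Rescue of yeast growth: cells expressing toxic alpha-synuclein, induced in galactose at OD600 0.02, incubated with compound 24 h at 30 C. ATP luminescence quantified growth; inhibitors of toxicity appear as activators.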
PTHR1 agonist: agonists of human PTHR1 parathyroid hormone receptor; Q03431; HEK293 GP2 PTHR1 cells, GloSensor cAMP luminescence, 1 h; Potency, µM (doses to about 115 µM), inactives show at the top dose activation, hits mostly activators; 410,000 compounds, 0.075% hits; AID 743266; note: potency is the fitted concentration of half-maximal effect; nearly all actives have a fitted effect of over 55% in size; some results filed as inactive show a strong effect at the top dose; inactives centre near -15; many of its hits are not listed in these tables
Target sequence (Q03431 whole entry, looked up): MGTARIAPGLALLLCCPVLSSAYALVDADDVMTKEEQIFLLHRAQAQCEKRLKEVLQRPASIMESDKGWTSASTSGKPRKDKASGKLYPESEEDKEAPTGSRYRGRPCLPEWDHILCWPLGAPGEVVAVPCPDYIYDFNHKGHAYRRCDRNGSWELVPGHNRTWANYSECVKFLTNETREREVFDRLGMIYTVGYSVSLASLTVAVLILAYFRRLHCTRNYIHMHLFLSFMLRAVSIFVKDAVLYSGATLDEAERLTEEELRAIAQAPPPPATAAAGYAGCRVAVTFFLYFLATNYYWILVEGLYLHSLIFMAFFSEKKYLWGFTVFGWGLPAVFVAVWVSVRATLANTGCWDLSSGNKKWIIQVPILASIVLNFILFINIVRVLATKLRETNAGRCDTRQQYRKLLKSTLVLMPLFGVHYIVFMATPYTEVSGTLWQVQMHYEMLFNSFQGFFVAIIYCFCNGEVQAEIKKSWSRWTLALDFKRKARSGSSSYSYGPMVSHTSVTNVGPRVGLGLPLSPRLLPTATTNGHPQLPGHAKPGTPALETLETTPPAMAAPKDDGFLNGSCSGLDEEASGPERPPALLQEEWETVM
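HEK-293-derived GP2 cells expressing PTHR1 and a GloSensor cAMP reporter, 3,000/well, plated overnight, given luciferin plus IBMX (each 0.5 mM as added) for 1 h at 37 °C, then compound for 1 h at 37 °C. Luminescence was read after 15 min at room temperature.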
An asterisk follows results filed as active; i = inactive; u = inconclusive; x = no result given; [ ] = another dose, or the depositor's remark. Unless noted, calls come from the whole dose curve; as a rule, active = well fitted curve in the direction sought with a large enough effect; inconclusive = small, poorly fitted or top-dose-only effect, or another doubt; inactive = no such curve, though single readings can be large; an effect the other way counts as inactive or inconclusive.

1. CCOC(=O)C1CCCN(C(=O)CCNS(=O)(=O)c2ccc(Br)cc2)C1 (stereo not drawn)
2. Nc1n[nH]c(S(=O)(=O)CCCc2ccccc2)n1
3. COc1cccc(/C=N/NC(N)=S)c1OCc1cccc(Cl)c1
4. C[C@@H](c1ccccc1)N1C[C@@H](COCc2ccccc2)Oc2cc(N3CCC[C@@H]3CO)ccc2S1(=O)=O
5. NS(=O)(=O)c1ccc(NC(=O)COc2ccc(S(=O)(=O)N3CCCC3)cc2)cc1
6. COc1cccc(NC(=O)CCNC(=O)N2CC(=O)Nc3ccccc32)c1
7. CCNc1oc(COc2ccccc2F)nc1C#N
8. COc1ccc(CCNC(=O)C2CCC(=O)N(CCc3ccc(OC)cc3)C2)cc1 (stereo not drawn)
Compound	1	2	3	4	5	6	7	8
KB-V1 cytotox	-34%	u	u	u	0%	19%	16%	-8%
GLP1R ag	-7%	-6%	15%	8%	12%	6%	1%	9%
TDP-43 yeast inh	-28%	21%	18%	0%	-9%	11%	0%	2%
DRD3 agonist	2	5	-4	3	3	-6	-1	-3
GLP1R cytotox	-1%	1%	u	-17%	3%	0%	9%	-8%
D3 antag	-28	-5	-12	9	-15	-7	10	-2
GLP1R inv ag	-23%	12%	u	-23%	16%	1%	5%	4%
aSyn yeast inh	0%[1.84 µM]	1%	3%	8%	-5%	-5%	-8%	-2%
PTHR1 agonist	-30%[inhibitor]	-10%	-18%	-34%[inhibitor]	i	i	-16%	i

9. CCOC(=O)c1ccc(NC(=O)CSc2ncc(S(=O)(=O)c3ccc(C)c(Cl)c3)c(=O)[nH]2)cc1
10. CC(C)(C)CC(C)(C)N=C1Nc2cc(Cl)c(Cl)cc2NC12C[C@H]1CCC(=O)N3CC[C@@H](C2)[C@@H]13 (stereo partly drawn)
11. C=CCOc1ccc(CNc2ccc3[nH]c(=O)[nH]c3c2)cc1
12. NC(=O)C1CCN(C(=O)C(Cc2ccccc2)NC(=O)c2ccccc2)CC1 (stereo not drawn)
13. CC(C)C1=NOC(C(=O)N2CCC(N3CCC(C(=O)N4CCOCC4)CC3)CC2)C1 (stereo not drawn)
14. CCN1CCCC1CN(Cc1cc2ccc(C)cc2[nH]c1=O)C(=S)Nc1cccc(OC)c1 (stereo not drawn)
15. COc1ccc2oc(C(=O)OCC(=O)NC3CCCC3)c(C)c2c1
16. Cc1ccc(-c2n[nH]c(=S)n2/N=C/C=C/c2ccccc2[N+](=O)[O-])cc1
Compound	9	10	11	12	13	14	15	16
KB-V1 cytotox	-3%	u	-22%	2%	17%	3%	13%	-9%
GLP1R ag	-5%	-2%	5%	-2%	2%	4%	13%	1%
TDP-43 yeast inh	12%	10%	14%	6%	10%	-10%	9%	-2%
DRD3 agonist	0	0	2	0	12	-14	2	-3
GLP1R cytotox	5%	-15%	1%[7.66 µM]	4%	-8%	-9%	-4%	-5%
D3 antag	x	43	2	4	5	-88*	0	u
GLP1R inv ag	-1%	u	26%[7.66 µM]	6%	5%	u	-33%	u
aSyn yeast inh	5%	13%	11%	3%	5%	1%	1%	1%
PTHR1 agonist	i	-3%	-40%[inhibitor]	11%	i	9%	i	-4%[57.5 µM]

17. CCOc1ccc(C(c2c(C)[nH][nH]c2=O)c2c(C)[nH][nH]c2=O)cc1OCC
18. Cc1cccc(OCC(=O)N(Cc2ccc(C)o2)C2CCS(=O)(=O)C2)c1 (stereo not drawn)
19. COc1ccc(/C=C/C(=O)O)cc1S(=O)(=O)N1CCCCC1
20. CCSc1ncc(Cl)c(C(=O)N(Cc2ccc(C(C)(C)C)cc2)C2CCS(=O)(=O)C2)n1 (stereo not drawn)
21. Cc1cccc(N2C(=O)CC(Sc3nccc(C)n3)C2=O)c1 (stereo not drawn)
22. O=C(COc1ccccc1)NCC(=O)Nc1ccncc1
23. COC(C(=O)NCc1ccccc1C)c1ccccc1 (stereo not drawn)
24. CCOc1ccc(NC(=O)CN(C)C(=O)c2cccc3ccccc23)cc1OCC
Compound	17	18	19	20	21	22	23	24
KB-V1 cytotox	-12%	-1%	0%	x	12%	-16%	-24%	u
GLP1R ag	-26%	-7%	-13%	x	-17%	-3%	0%	4%
TDP-43 yeast inh	6%	16%	-15%	13%	0%	22%	-2%	12%
DRD3 agonist	-7	0	-5	-6	-9	0	-1	-6
GLP1R cytotox	-16%	-14%	7%	-1%	17%	4%	17%	9%
D3 antag	-2	1	-16	x	-11	-7	-10	1
GLP1R inv ag	5%	-25%	-15%	u	-6%	5%	13%	4%
aSyn yeast inh	4%	3%	0%	x	0%	-5%	-3%	3%
PTHR1 agonist	-3%	u	i	i	-5%	i	i	i

A second format for part of the listing above:
item | Structure | KB-V1 cytotox | GLP1R ag | TDP-43 yeast inh | DRD3 agonist | GLP1R cytotox | D3 antag | GLP1R inv ag | aSyn yeast inh | PTHR1 agonist
17 | CCOc1ccc(C(c2c(C)[nH][nH]c2=O)c2c(C)[nH][nH]c2=O)cc1OCC | -12% | -26% | 6% | -7 | -16% | -2 | 5% | 4% | -3%
18 | Cc1cccc(OCC(=O)N(Cc2ccc(C)o2)C2CCS(=O)(=O)C2)c1 (stereo not drawn) | -1% | -7% | 16% | 0 | -14% | 1 | -25% | 3% | u
19 | COc1ccc(/C=C/C(=O)O)cc1S(=O)(=O)N1CCCCC1 | 0% | -13% | -15% | -5 | 7% | -16 | -15% | 0% | i
20 | CCSc1ncc(Cl)c(C(=O)N(Cc2ccc(C(C)(C)C)cc2)C2CCS(=O)(=O)C2)n1 (stereo not drawn) | x | x | 13% | -6 | -1% | x | u | x | i
21 | Cc1cccc(N2C(=O)CC(Sc3nccc(C)n3)C2=O)c1 (stereo not drawn) | 12% | -17% | 0% | -9 | 17% | -11 | -6% | 0% | -5%
22 | O=C(COc1ccccc1)NCC(=O)Nc1ccncc1 | -16% | -3% | 22% | 0 | 4% | -7 | 5% | -5% | i

Continued:
25. O=C(c1ccccn1)C1CCCN(Cc2cn[nH]c2-c2cc3ccccc3o2)C1 (stereo not drawn)
26. CC(Oc1ccc(Br)cc1)C(=O)Nc1ccc(N2CCOCC2)cc1N1CCOCC1 (stereo not drawn)
27. Cc1cc(N=Cc2c(O)n(-c3cccc(Cl)c3)c(=O)c3ccccc23)no1
28. CC(C)c1ccc(C(O)c2cnc(C(C)C)n2C)cc1 (stereo not drawn)
29. CCN(CC(=O)Nc1cc(Cl)ccc1-n1cncn1)Cc1nc2ccccc2c(=O)[nH]1
30. CC(=O)Nc1cc(S(=O)(=O)C(F)(F)F)ccc1Cl
31. CCn1c(SCC(=O)Nc2ccc(F)cc2F)nc2c(c1=O)SCC2
32. CCn1cc(C(=O)N[C@@H](CCSC)C(=O)NCCCOC)c(=O)c2cc3c(cc21)OCO3
Compound	25	26	27	28	29	30	31	32
KB-V1 cytotox	15%	-3%	-25%	u	x	16%	u	0%
GLP1R ag	5%	11%	-9%	4%	0%	1%	-2%	6%
TDP-43 yeast inh	12%	u	22%	21%	18%	1%	u	15%
DRD3 agonist	-5	-8	0	1	4	3	-5	0
GLP1R cytotox	-13%	-7%	9%	5%	9%	-15%	25%	5%
D3 antag	-20	14	13	1	1	-7	1	2
GLP1R inv ag	u	-6%	-1%	-24%	16%	1%	11%	24%
aSyn yeast inh	12%	4%	2%	-3%	0%	1%	0%	2%
PTHR1 agonist	i	-34%[inhibitor]	-21%	-28%	0%	i	-16%	i

33. CCc1ccc(C)c(OC(=O)c2cncc(Br)c2)c1
34. O=c1cnnc(SCc2ccc([N+](=O)[O-])cc2)[nH]1
35. COC(=O)c1ccc(NC(=O)c2c(-c3ccccc3)c(-c3ccccc3)nn(C)c2=O)cc1
36. Cc1ccc(C(=O)Nc2ccn(Cc3ccc(F)cc3)n2)o1
37. O=C1CN(C(=O)COc2c(Cl)cccc2Cl)c2ccccc2N1
38. Cc1cccc(C)c1NC(=O)C(C1CC1)n1c(-c2ccc(C(F)(F)F)cc2)nc2ccccc21 (stereo not drawn)
39. CCOC(=O)c1ccccc1N=N/C(C(C)=O)=C(/C)O
40. Cc1ccc(NC(=O)CC(O)(C(F)(F)F)C(F)(F)F)c(Br)c1
Compound	33	34	35	36	37	38	39	40
KB-V1 cytotox	-3%	28%	x	u	u	-12%	u	5%
GLP1R ag	-7%	1%	x	-2%	5%	x	2%	-1%
TDP-43 yeast inh	6%	-6%	u	19%	-17%	14%	28%	-24%
DRD3 agonist	10	-10	10	3	-11	2	4	-2
GLP1R cytotox	3%	15%	0%	-4%	5%	1%	-5%	-7%
D3 antag	21	u	x	8	0	23	9	9
GLP1R inv ag	-7%	-18%	16%	8%	-21%	u	1%	u
aSyn yeast inh	1%	-7%	x	-7%	-3%	5%	-5%	-21%
PTHR1 agonist	i	u	-1%	i	i	i	-9%	-34%[inhibitor][57.5 µM]

41. Cc1cccc(CNC(=O)c2oc3c(c2C)-c2nn(Cc4ccccc4Cl)cc2CC3)c1
42. C/C(=N/NC(=O)CN1CCN(S(=O)(=O)c2ccc(Br)cc2)CC1)c1ccncc1
43. O=C1[C@@H]2Cc3c([nH]c4ccccc34)CN2C(=O)CN1CCO
44. O=C(N/N=C/C(Br)=C/c1ccccc1)c1ccc([N+](=O)[O-])cc1
45. O=C(NCCc1ccc(Cl)cc1)c1ccc(Br)s1
46. CCCCSc1nnc(-c2ccc(NC(C)=O)cc2)n1C
Compound	41	42	43	44	45	46
KB-V1 cytotox	x	0%	18%	-6%	0%	-11%
GLP1R ag	x	1%	3%	0%	1%	-2%
TDP-43 yeast inh	14%	7%	-6%	9%	11%	1%
DRD3 agonist	-20	1	-5	-4	-3	-7
GLP1R cytotox	-7%	-2%	1%	-8%	-3%	-2%
D3 antag	x	8	-6	-10	-8	0
GLP1R inv ag	u	u	2%	16%	3%	9%
aSyn yeast inh	x	-6%	-6%	-7%	3%	0%
PTHR1 agonist	-27%	-15%	-1%	-16%	i	i

Not all compounds are listed (hit frequency here may not be typical).
